Source: PubChem (National Center for Advancing Translational Sciences (NCATS))
Nrf2 block: blocks Nrf2 signaling | A549 ARE-Fluc reporter, luciferase luminescence, 18-24 h | Potency, µM (highest dose often 46 µM), inactives show top-dose activity change, negative = inhibition, usual class: inhibitors | actives 2.1% (n = 360,000); further: potency means the concentration at half of the fitted maximal effect; on the % scale 0 is the no-effect control and ±100 the full control effect; nearly all actives have a fitted effect of over 60% in size
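Two sequential reads on A549 ARE_Fluc cells exposed to compound for 18-24 h: a CellTiter-Fluor fluorescence read for viability, then a luciferase luminescence read for Nrf2/ARE activity.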
IL2 activator: activators of IL-2. activation, % (series mostly up to about 46 µM). IL-2 activation reporter assay, cell-based qHTS; stimulated with anti-CD3/CD4/CD28 beads; in transgenic mouse T cells. AID 652025. actives 0.065% (n = 360,000); in the data active means activation above about 50%; inconclusive means mostly about 30% to 49%; further: 0% is about no effect
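Readout is EGFP and DsRed signal by fluorescent plate cytometry after 18 h at 37 degrees C. Transgenic mouse T cells (750/well) received compound for 60 min before bead stimulation (anti-CD3, anti-CD4, anti-CD28); memory T cells served as non-tolerant control.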
Nrf2 activator: activates Nrf2 signaling. AREc32 ARE-luciferase reporter (MCF7-derived line), luminescence, 24 h. Potency, µM (series often up to 46.1 µM), without a hit: top-dose activation, actives largely listed as activators. actives 0.31% (n = 410,000). AID 624171; further: potency means the concentration at half of the fitted maximal effect; % of control where 0% means no effect; nearly all actives have a fitted effect of over 65% in size
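Quantitative high-throughput format: AREc32 reporter cells, 1000 per well, received compound by pin transfer and were incubated 24 hr at 37 deg C, 5% CO2, before Steady-Glo luminescence detection.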
ATXN2 expr inh: reduces ATXN2 reporter expression in HEK-293 cells; HEK-293 ATXN2-luciferase reporter, luminescence, 24 h; Potency, µM (series often up to 57 µM), for the others: top-dose activity change, negative = inhibition, usual class: inhibitors; actives 0.72% (n = 360,000); AID 1745845; further: potency means the concentration at half of the fitted maximal effect; on the % scale 0 is the no-effect control and ±100 the full control effect; nearly all actives have a fitted effect of over 55% in size
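qHTS (up to 57 uM final) was run with 24 h compound exposure of reporter cells at 37 °C. Each well was multiplexed: SteadyGlo luminescence measured ATXN2-luciferase expression after a fluorogenic Gly-Phe-AFC viability readout (25 uM final).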
EPAC2 agonist: EPAC2 (human) agonism. Potency, µM (series often up to 154 µM), without a hit: at the highest dose activation, actives largely listed as activators. Q8WZA2. EPAC2 activation, biochemical qHTS; response scale: 100% = 6.5 mM cAMP response. actives 0.079% (n = 360,000); further: potency means the concentration at half of the fitted maximal effect; nearly all actives have a fitted effect of over 50% in size
Target sequence (Q8WZA2 whole entry, looked up): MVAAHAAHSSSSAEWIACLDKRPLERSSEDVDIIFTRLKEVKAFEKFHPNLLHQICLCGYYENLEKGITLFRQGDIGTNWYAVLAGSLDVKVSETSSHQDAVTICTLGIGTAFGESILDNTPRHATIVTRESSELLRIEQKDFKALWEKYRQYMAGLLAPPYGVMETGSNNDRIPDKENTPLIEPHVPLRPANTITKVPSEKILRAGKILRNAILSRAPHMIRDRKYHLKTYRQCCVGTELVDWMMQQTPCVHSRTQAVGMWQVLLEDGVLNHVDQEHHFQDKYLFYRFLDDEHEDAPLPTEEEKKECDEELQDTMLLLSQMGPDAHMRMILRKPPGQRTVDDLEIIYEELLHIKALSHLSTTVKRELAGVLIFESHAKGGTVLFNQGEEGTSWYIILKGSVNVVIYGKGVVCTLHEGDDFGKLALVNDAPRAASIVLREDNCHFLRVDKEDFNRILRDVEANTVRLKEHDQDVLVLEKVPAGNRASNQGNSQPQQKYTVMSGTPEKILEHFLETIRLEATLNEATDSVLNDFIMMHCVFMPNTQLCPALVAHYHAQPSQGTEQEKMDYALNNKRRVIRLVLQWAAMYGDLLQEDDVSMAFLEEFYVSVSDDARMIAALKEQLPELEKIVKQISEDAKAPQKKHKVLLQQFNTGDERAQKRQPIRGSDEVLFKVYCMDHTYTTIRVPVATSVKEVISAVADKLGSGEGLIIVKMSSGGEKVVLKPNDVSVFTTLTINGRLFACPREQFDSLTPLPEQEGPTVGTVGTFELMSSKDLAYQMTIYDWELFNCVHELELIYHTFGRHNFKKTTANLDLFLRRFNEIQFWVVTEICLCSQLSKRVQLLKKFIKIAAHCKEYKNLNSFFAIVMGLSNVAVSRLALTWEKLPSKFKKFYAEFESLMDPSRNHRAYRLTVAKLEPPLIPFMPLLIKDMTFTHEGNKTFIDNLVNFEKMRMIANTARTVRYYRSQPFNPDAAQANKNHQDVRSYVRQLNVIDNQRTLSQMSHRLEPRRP
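Setup: EPAC2 100 nM, labeled Rap1B complex 250 nM, free GDP 50 uM. Compound titrations pinned in, brief spin, 5 min room temperature incubation. Kinetic fluorescence read over 30 min, normalized to 6.5 mM cAMP.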
HepG2 viability: counter-screen for TGF-b inhibitors: cytotoxicity in HepG2 cells; Potency, µM (top dose mostly 46.1 µM), for the others: at the highest dose activity change, negative = cytotoxicity, hits mostly cytotoxic; HepG2 CAGA-GFP viability, ATP luminescence, 18 h; actives 0.76% (n = 410,000); further: potency means the concentration at half of the fitted maximal effect; some results filed as inactive show a strong effect at the top dose
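HepG2 CAGA-GFP cells (1000/well, DMEM with 1% FBS) received compound, then TGF-beta at 500 pg/mL final, and were incubated 18 hours at 37 degrees C. Viability was read by CellTiter-Glo luminescence. Media-only wells were set as complete cell-killing and DMSO as no toxicity.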
ATXN viability: reduces viability in counter-screen for ATXN expression inhibitors | S2 cells (HEK-293 line with an ATXN2-luciferase reporter) viability, CellTiter-Fluor protease fluorescence, 24 h | Potency, µM (top dose mostly 56.7 µM), hits mostly cytotoxic | actives 0.49% (n = 400,000); further: potency means the concentration at half of the fitted maximal effect; nearly all actives have a fitted effect of over 40% in size
A549 viability: A549 cytotoxicity, counter-screen for Nrf2 inhibitors; A549 ARE-Fluc cells, CellTiter-Fluor viability, 18-24 h; Potency, µM (top dose mostly 46 µM), for the others: at the top dose activity change, negative = cytotoxicity, most hits filed as inhibitors; actives 0.16% (n = 390,000); AID 504648; further: potency means the concentration at half of the fitted maximal effect; on the % scale 0 is the no-effect control and ±100 the full control effect
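A549 ARE-Fluc cells in 5% FBS OPTI-MEM, 5000 cells/well, rested 2 h then exposed to compounds in concentration-response for 18-24 h at 37 °C. Viability by CellTiter-Fluor fluorescence (Ex 405/Em 525) after 30 min; luciferase luminescence (BugLite, 15 min, RT) read afterwards.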
TGFb inhibitor: blocks TGF-b signaling | HepG2 CAGA-GFP TGF-b/SMAD3 reporter, GFP fluorescence, 18 h; TGF-beta stimulated, 500 pg/mL final | Potency, µM (titrated, usually from 46.1 µM), for the others: at the top dose activity, negative = inhibition, actives largely listed as inhibitors | actives 1.2% (n = 410,000) | AID 588855; further: potency means the concentration at half of the fitted maximal effect; on the % scale 0 is the no-effect control and ±100 the full control effect; nearly all actives have a fitted effect of over 65% in size
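Smad-responsive CAGA-GFP expression was quantified in HEPG2 cells exposed to compounds and 500 pg/mL final TGF-beta for 18 h at 37 degrees C; unstimulated wells defined full inhibition.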
* hit, by the source's call; & = joins results of further samples. Unless noted, the call rests on the fitted dose curve; in most records, active means well fitted curve in the direction sought with a large enough effect; inconclusive means small, poorly fitted or top-dose-only effect, or another doubt; inactive means no such curve, though single readings can be large; an effect the other way counts as inactive or inconclusive. This is a random part of the collection (roughly 4.3% active in at least one column).

Results for Cc1cc(C)n2nc(SCCC(=O)NCCc3ccccc3)nc2n1 ?
Nrf2 block: -8%; IL2 activator: -0.5; Nrf2 activator: 0.0%; ATXN2 expr inh: -3%; EPAC2 agonist: 2%; HepG2 viability: -22%; ATXN viability: inactive; A549 viability: 0%; TGFb inhibitor: -19%

What do the screens show for `NC(=O)c1cc(S(=O)(=O)NCc2cccc(Br)c2)cs1`?
Nrf2 block: inconclusive; IL2 activator: 1.4; Nrf2 activator: -0.5%&-0.4%; ATXN2 expr inh: -14%; EPAC2 agonist: 2%; HepG2 viability: -6%&-18%; ATXN viability: inactive; A549 viability: -13%&-1%; TGFb inhibitor: -7%&-27%

How did O=C(c1ccoc1)N1CCN(c2cc(-c3cccnc3)nc3cc(-c4cccc(Cl)c4)nn23)CC1 do in these assays?
IL2 activator: -1.3; Nrf2 activator: 0.5%; ATXN2 expr inh: inconclusive; EPAC2 agonist: -2%; HepG2 viability: -33%; ATXN viability: inconclusive; TGFb inhibitor: inconclusive

What do the screens show for `COc1ccc(NC(=O)CSc2nnc(-c3cccs3)n2C)cc1OC`?
Nrf2 block: -19%; IL2 activator: -1.6; Nrf2 activator: inconclusive; ATXN2 expr inh: 14%; EPAC2 agonist: 2%; HepG2 viability: 19%; ATXN viability: inactive; A549 viability: -4%; TGFb inhibitor: -4%

What do the screens show for `O=C(O)c1ccc2nnn(O)c2c1`?
Nrf2 block: 5%; IL2 activator: 0.3; Nrf2 activator: -0.3%; ATXN2 expr inh: 2%; EPAC2 agonist: 3%; HepG2 viability: 14%; ATXN viability: inactive; A549 viability: -10%; TGFb inhibitor: 13%

Results for O=c1[nH]n2c(=O)c3c([nH]c2c1N=Nc1ccccc1)CCC3 ?
Nrf2 block: -2%; IL2 activator: 0.1; Nrf2 activator: -0.4%; ATXN2 expr inh: -12%; EPAC2 agonist: -11%; HepG2 viability: -4%; ATXN viability: inconclusive; A549 viability: inconclusive; TGFb inhibitor: -2%

How did O=C(O)c1cccc2c1-c1ccc(Cl)cc1C2=O do in these assays?
Nrf2 block: 0%; IL2 activator: -2.9; Nrf2 activator: -0.3%; ATXN2 expr inh: -10%; EPAC2 agonist: 1%; HepG2 viability: 2%; ATXN viability: inactive; A549 viability: -4%; TGFb inhibitor: -5%

How did CCCCN1CC(c2nc3ccccc3n2CCCCOc2cc(C)ccc2C)CC1=O (stereo not given) do in these assays?
Nrf2 block: inconclusive; Nrf2 activator: -2.1%; ATXN2 expr inh: inconclusive; HepG2 viability: -92%; ATXN viability: inconclusive; A549 viability: 16%; TGFb inhibitor: inconclusive

How did CC(C)(C)c1ccc(S(=O)(=O)C(C)(C)C)cc1 do in these assays?
Nrf2 block: -17%; IL2 activator: -0.4; Nrf2 activator: 0.1%; ATXN2 expr inh: -24%; EPAC2 agonist: -2%; HepG2 viability: -25%; ATXN viability: inactive; A549 viability: -1%; TGFb inhibitor: 0%

What do the screens show for `O=C1NC[C@@H](CCCCN2C[C@H](Cc3ccc(O)cc3)N(CCC3CCCCC3)C(=O)C2=O)N(CC2CCCCC2)C1=O`?
IL2 activator: 0.5; Nrf2 activator: 2.5%; ATXN2 expr inh: -23%; EPAC2 agonist: 0%; ATXN viability: inconclusive

Reprinted from the part before: two compounds; new compounds follow.
How did CC(C)(C)c1ccc(S(=O)(=O)C(C)(C)C)cc1 do in these assays?
Nrf2 block: -17%; IL2 activator: -0.4; Nrf2 activator: 0.1%; ATXN2 expr inh: -24%; EPAC2 agonist: -2%; HepG2 viability: -25%; ATXN viability: inactive; A549 viability: -1%; TGFb inhibitor: 0%

What do the screens show for `O=C1NC[C@@H](CCCCN2C[C@H](Cc3ccc(O)cc3)N(CCC3CCCCC3)C(=O)C2=O)N(CC2CCCCC2)C1=O`?
IL2 activator: 0.5; Nrf2 activator: 2.5%; ATXN2 expr inh: -23%; EPAC2 agonist: 0%; ATXN viability: inconclusive

How did Nc1nc(-c2ccco2)c(-c2ccco2)s1 do in these assays?
Nrf2 block: 9%; IL2 activator: -6.1; Nrf2 activator: inconclusive; ATXN2 expr inh: -2%; EPAC2 agonist: 20%; HepG2 viability: 5%; ATXN viability: inactive; A549 viability: 9%; TGFb inhibitor: -3%

What do the screens show for `O=C(CN(C(=O)Cn1nnc(-c2cccs2)n1)c1ccc2c(c1)OCCO2)NCC1CCCO1` (stereo not given)?
Nrf2 block: 15%; IL2 activator: -3.1; Nrf2 activator: 0.2%; ATXN2 expr inh: -3%; EPAC2 agonist: 2%; HepG2 viability: -2%; ATXN viability: inactive; A549 viability: -1%; TGFb inhibitor: -2%

What do the screens show for `O=C(NCCc1ccc(F)cc1)c1cccs1`?
Nrf2 block: 17%; IL2 activator: -0.4; Nrf2 activator: 0.7%; ATXN2 expr inh: 33%; EPAC2 agonist: 6%; HepG2 viability: 6%; ATXN viability: inactive; A549 viability: 1%; TGFb inhibitor: -18%

Results for Cc1ccsc1C(C(=O)NC(C)(C)C)N(C(=O)c1csnn1)c1ccccc1 (stereo not given) ?
Nrf2 block: 4%; IL2 activator: -0.3; Nrf2 activator: -0.4%; EPAC2 agonist: 7%; HepG2 viability: -6%; ATXN viability: inactive; A549 viability: 11%; TGFb inhibitor: -8%

How did O=S(=O)(c1ccc(NC(=S)N2CCCCC2)cc1)N1CCCCC1 do in these assays?
IL2 activator: -1.4; Nrf2 activator: -0.9%; EPAC2 agonist: 4%; HepG2 viability: 0%; ATXN viability: inactive; TGFb inhibitor: 0%

Results for CC(=O)c1c(C)oc2c(Cl)cc(NS(=O)(=O)c3ccc(Cl)cc3)cc12 ?
Nrf2 activator: -0.7%; ATXN2 expr inh: 10%; HepG2 viability: 8%; ATXN viability: inactive; A549 viability: 18%; TGFb inhibitor: 15%

What do the screens show for `CCN(CC)S(=O)(=O)c1cccc(S(=O)(=O)N2CCCCC2)c1`?
Nrf2 block: 5%; IL2 activator: -2.4; Nrf2 activator: -0.1%; ATXN2 expr inh: 0%; EPAC2 agonist: 11%; HepG2 viability: 4%; ATXN viability: inactive; A549 viability: -2%; TGFb inhibitor: 1%

Results for CCCCNC(=O)c1nc(-c2ccncc2)oc1-c1ccccc1 ?
IL2 activator: -0.5; Nrf2 activator: -0.2%; ATXN2 expr inh: 0%; EPAC2 agonist: -9%; HepG2 viability: -4%; ATXN viability: inactive; TGFb inhibitor: -30%

How did Cn1c(C(=O)Nc2ccc(Cl)cc2)cc2cc(Cl)ccc21 do in these assays?
Nrf2 block: 1%; IL2 activator: 0.0; Nrf2 activator: 12%; ATXN2 expr inh: -7%; EPAC2 agonist: 7%; HepG2 viability: -24%; ATXN viability: inactive; A549 viability: -1%; TGFb inhibitor: 0%

What do the screens show for `COc1ccccc1CNCc1ccc(C(=O)O)s1`?
Nrf2 block: 5%; Nrf2 activator: 0.6%; ATXN2 expr inh: 6%; HepG2 viability: 2%; ATXN viability: inactive; A549 viability: -5%; TGFb inhibitor: inconclusive

How did Cc1cc(C)cc(OCCn2c(C3CC(=O)N(c4ccccc4Cl)C3)nc3ccccc32)c1 (stereo not given) do in these assays?
Nrf2 block: inconclusive; Nrf2 activator: 2.5%; HepG2 viability: -24%; A549 viability: inconclusive; TGFb inhibitor: inconclusive

Results for CSc1nc(Nc2ccc(Cl)cc2)c(C#N)c(=O)[nH]1 ?
Nrf2 block: -14%; IL2 activator: 0.3; Nrf2 activator: 7.2%; ATXN2 expr inh: -11%; EPAC2 agonist: -9%; HepG2 viability: -86%; ATXN viability: inactive; A549 viability: 7%; TGFb inhibitor: -7%

How did CN(C)CCCn1c(=S)[nH]c2ccccc2c1=O do in these assays?
Nrf2 block: -5%; IL2 activator: -0.2; Nrf2 activator: -0.3%; ATXN2 expr inh: -11%; EPAC2 agonist: 6%; HepG2 viability: -13%; ATXN viability: inactive; A549 viability: -1%; TGFb inhibitor: 4%

How did Cc1ccnc2nc(C(=O)OC(C)C(=O)NCc3ccccc3)nn12 (stereo not given) do in these assays?
Nrf2 block: -9%; IL2 activator: -0.4; Nrf2 activator: -0.9%; ATXN2 expr inh: 5%; EPAC2 agonist: 5%; HepG2 viability: 17%; ATXN viability: inactive; A549 viability: 3%; TGFb inhibitor: 1%

How did COCCN1C[C@@H](CO)O[C@@H](n2cnc3c(NC(C)C)ncnc32)C1 do in these assays?
IL2 activator: -0.5; Nrf2 activator: -0.8%; ATXN2 expr inh: 11%; EPAC2 agonist: 5%; HepG2 viability: 7%; ATXN viability: inactive; TGFb inhibitor: 4%

How did O=C(CN1CCN(CC(=O)Nc2ccccn2)CC1)Nc1ccccn1 do in these assays?
Nrf2 block: -5%; IL2 activator: 1.1; Nrf2 activator: -0.2%; ATXN2 expr inh: -13%; EPAC2 agonist: 11%; HepG2 viability: -3%; ATXN viability: inactive; A549 viability: -2%; TGFb inhibitor: 15%

What do the screens show for `CCCNC(=O)C(C)n1nc(C)c2c(C)n(-c3ccccc3)nc2c1=O` (stereo not given)?
Nrf2 block: -3%; Nrf2 activator: -0.4%; ATXN2 expr inh: 4%; HepG2 viability: 6%; ATXN viability: inactive; A549 viability: 2%; TGFb inhibitor: -3%

What do the screens show for `COC(=O)COc1ccc(NC(=O)Cn2nc(-c3ccccc3)c3ccccc3c2=O)cc1`?
Nrf2 block: 5%; IL2 activator: -3.7; Nrf2 activator: -0.1%; ATXN2 expr inh: 7%; EPAC2 agonist: 1%; HepG2 viability: -14%; ATXN viability: inactive; A549 viability: 2%; TGFb inhibitor: 7%
